Screens deposited in PubChem by Southern Research Specialized Biocontainment Screening Center.
PhoP GFP inhibition – Inhibition of PhoP regulon, Salmonella typhi GFP reporter cells, confirmation, 4 h (AID 1850) | Salmonella Typhi PhoP-promoter GFP reporter, fluorescence, 4 h; higher % means a stronger effect | inhibition, % at 50 µM; hits with a dose series show IC50 in µM | 310,000 compounds, 0.33% hits; in the data active = a potency from the dose series; inconclusive = inhibition mostly from about 25% at the one dose, without a potency; inactive = the rest, 99 in 100 with inhibition below about 19%;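 note: 0% = induced wells with vehicle and 100% = uninduced wells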
M. tuberculosis – growth inhibition of non-replicating M. tuberculosis (AID 488890) | Mycobacterium tuberculosis non-replicating, growth inhibition; higher % means a stronger effect | inhibition, % at 25 µM; hits with a dose series show IC50 in µM | 320,000 compounds, 0.39% hits; in the data active = a potency from the dose series; inconclusive = inhibition mostly from about 82% at the one dose, without a potency; inactive = the rest, 99 in 100 with inhibition below about 76%;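 note: plate controls were DMSO cells for no effect and high antibiotic wells for full effect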
VEEV TC-83 Vero – inhibitors of VEEV TC-83 cytopathic effect, confirmation, Vero cells (AID 588727). Vero cells, VEEV TC-83 cytopathic effect inhibition; higher % means a stronger effect. inhibition, % at 20 µM, or IC50 in µM where a hit was titrated. 350,000 compounds, 0.13% hits; in the data active = a potency from the dose series; inconclusive = inhibition mostly from about 14% at the one dose, without a potency; inactive = the rest, 99 in 100 with inhibition below about 12%; note: strong numbers were not always called active
M. tuberculosis HTS – M. tuberculosis growth inhibition, HTS (AID 449762). M. tuberculosis H37Rv growth inhibition, 7H9 media; higher % means a stronger effect. inhibition, % at 25 µM; hits with a dose series show IC50 in µM. 330,000 compounds, 0.59% hits; in the data active = a potency from the dose series; inconclusive = inhibition above about 70% without an active follow-up result;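 note: bacterial growth assessed after seven days of incubation; strong numbers were not always called active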
influenza NS1A – NS1A inhibition, H1N1 influenza, cell based functional assay (AID 504329); NS1A functional cell-based assay, percent inhibition; higher % means a stronger effect; inhibition, % at 12.5 µM; hits with a dose series show IC50 in µM; 340,000 compounds, 0.3% hits; in the data active = a potency from the dose series; inconclusive = inhibition above about 27% without an active follow-up result; note: strong numbers were not always called active
VEEV TC-83 Vero 10K pilot screen – further read-out of VEEV TC-83 Vero, marked with its call; inhibition, %; measured here: 10K pilot screen inhibition
* hit, by the source's call; i = inactive; ? = inconclusive; nt = not tested or not shown. No enrichment for hits; 1.5% or so of the library scored in one or more.

SMILES | PhoP GFP inhibition | M. tuberculosis | VEEV TC-83 Vero | M. tuberculosis HTS | influenza NS1A | others
CC(C)CNC(=O)c1cc2nc(C3CC3)cc(C(F)(F)F)n2n1 | -10% | -1% | 4.5% | -2% | -7%
Cc1ccc(OCC(=O)N2CCN(CC3CC4C=CC3C4)CC2)cc1 (stereo not given) | 0% | 1% | i | 4% | -10%
Cc1ccc(-c2cc(N)n(-c3ccc(C)cc3)n2)cc1 | -7% | 29% | 0.8% | 0% | 6%
CCN(CC)CCNC(=O)Cn1nc(-c2ccc(C)cc2)ccc1=O | 5% | 20% | i | -5% | 1%
O=C(Nc1ccc(Cl)cc1)NC1CCCCNC1=O (stereo not given) | 3% | -20% | 0.7% | 6% | nt
CCOC(=O)c1c(-c2ccccc2)oc2ccc(OCC(O)CNCCN(C)C)cc12 (stereo not given) | 61µM* | ? | i | ? | -10%
O=C(NC1CCCCC1)C(=O)N(Cc1cccnc1)C(C(=O)NCc1ccco1)c1ccccc1 (stereo not given) | -4% | -8% | nt | -5% | nt
CCNC(=S)N(CCc1c(C)[nH]c2ccc(C)cc12)Cc1cccs1 | -23% | 7% | 4.3% | 4% | -7%
COC(=O)c1ccc(-c2sc3nc(N4CCOCC4)c4c(c3c2N)CC(C)(C)OC4)o1 | 1% | -21% | 0.8% | 2% | -1%
Cc1ccc2cc(CCNC(=O)C(C)C)c(=O)[nH]c2c1C | 17% | nt | 1.7% | 1% | 1%
Cc1cccc(NC(=O)c2ccco2)c1C | -5% | nt | i | 2% | 17%
COCCCN1C(=O)c2ccc(C(=O)NCc3ccco3)cc2C1=O | -17% | 6% | 1.1% | 6% | -28%
O=C(COC(=O)C1CCC(=O)N1)Nc1cc(Cl)ccc1Cl (stereo not given) | -9% | 9% | 0.4% | ? | 6%
CCCCn1c(CN(C)Cc2ccccc2)nc2c1c(=O)n(C)c(=O)n2C | 2% | -1% | i | -5% | 1% | VEEV TC-83 Vero 10K pilot screen=0.1
CC1(O)N(Cc2ccccc2)C(=O)OC12CCCCC2 (stereo not given) | -2% | -1% | i | -4% | -2%
OCC1OC(n2nnc3ccccc32)C(O)C(O)C1O (stereo not given) | -3% | 2% | 0.5% | 3% | -4%
CCCN(C(=O)CSc1nc(C2CC2)n(-c2ccccc2)n1)C1CCS(=O)(=O)C1 (stereo not given) | nt | -2% | 1.8% | -6% | 9%
CC1(C)Cc2c(c(-c3ccco3)[nH]c(=O)c2C#N)CO1 | -3% | -11% | 1.4% | 4% | 1%
COc1ccc(CCNC(=O)C(=O)NCC2OCCN2S(=O)(=O)c2ccc3c(c2)OCCO3)cc1 (stereo not given) | -2% | 18% | 7.6% | 3% | 26%
CCCN(CCC)CCCNC(=O)c1cc2c(=O)n(C)c3ccccc3c2n1C | -1% | 17% | i | 1% | -3%

3 records drawn at random from those above, as already listed:
SMILES | PhoP GFP inhibition | M. tuberculosis | VEEV TC-83 Vero | M. tuberculosis HTS | influenza NS1A | others
Cc1cccc(NC(=O)c2ccco2)c1C | -5% | nt | i | 2% | 17%
CCCN(CCC)CCCNC(=O)c1cc2c(=O)n(C)c3ccccc3c2n1C | -1% | 17% | i | 1% | -3%
Cc1ccc(OCC(=O)N2CCN(CC3CC4C=CC3C4)CC2)cc1 (stereo not given) | 0% | 1% | i | 4% | -10%

Further entries follow.
SMILES | PhoP GFP inhibition | M. tuberculosis | VEEV TC-83 Vero | M. tuberculosis HTS | influenza NS1A | others
CS(=O)(=O)c1nc(-c2ccc(Br)cc2)n[nH]1 | 2% | ? | i | 14% | 3%
C#Cc1ccc(CN2CCN(CCc3ccccc3)C(CCO)C2)cc1 (stereo not given) | -3% | 18% | 0.7% | 7% | -1%
Cc1cccc(OC(=O)Cn2c(C(F)(F)F)nc3ccccc32)c1 | -7% | 46% | 0.6% | -2% | -1%
C=CCn1c(SCC#N)nc2c(c1=O)C(C)(C)Cc1ccccc1-2 | -9% | 1% | 7.2% | 10% | -2%
C/C(CC(=O)C(F)(F)F)=N\NC(=O)/C(C#N)=C/N(C)C | 5% | -3% | i | 6% | 4%
Cc1c(N)cccc1N | nt | 1% | 0.5% | -9% | -11%
Cc1cccc(C(=O)NNC(=O)C23CC4CC(CC(C4)C2)C3)c1O | -2% | -13% | 2.6% | 7% | 1%
CC(=O)N1CCN(CCN(CC2C(C)C=C(C)CC2C)C(C)=O)CC1 (stereo not given) | 2% | 17% | 2.2% | -11% | -1%
COc1ccc(-c2nn(-c3ccccc3)cc2C2CC(c3cccs3)=NN2C(=O)CCCC(=O)O)cc1 (stereo not given) | -7% | -5% | 1.9% | 7% | -5%
C/C(=N\NC(=O)c1ccc(Cl)c(S(=O)(=O)Nc2ccccc2Cl)c1)c1ccncc1 | -7% | 20% | 0.6% | 5% | 5%
Cc1ccc(S(=O)(=O)CC(O)COc2ccccc2C#N)cc1 (stereo not given) | -20% | -2% | 0.6% | -3% | 6%
NS(=O)(=O)c1ccc(CCNC(=O)c2cccc3ccccc23)cc1 | 8% | -15% | 0.1% | -1% | 9%
O=C(c1ccco1)c1nnn(Cc2ccccc2)c1-c1ccccc1 | 14% | 27% | 0.1% | 6% | -14%
COc1cccc(C2C(C(=O)Nc3ccccc3)=C(C)N=c3s/c(=C/c4ccc(OCC(=O)O)cc4)c(=O)n32)c1 (stereo not given) | 2% | 5% | 1.6% | 9% | -1%
CCN(CC)CCn1c(=S)[nH]c2cc(C(=O)N3CC(C)CC(C)C3)ccc2c1=O (stereo not given) | -2% | 13% | 1.5% | -1% | -2%
CCN1C(=O)[C@H]2[C@@H](c3ccc(-c4ccc(OC)cc4)cc3)N3CCCC[C@@]3(C(=O)OC)[C@H]2C1=O | 5% | 19% | 1.0% | -4% | 9%
COc1cc(C(=O)OCC(=O)Nc2cc(C)on2)ccc1OCc1ccccc1Cl | 3% | 21% | i | 6% | -1%
O=C(NCc1ccccn1)C(=O)NCC1OCCCN1S(=O)(=O)c1cc(F)ccc1F (stereo not given) | -5% | 7% | i | -17% | -4%
O=C(C1=C[C@H](c2ccc(Br)cc2)C[C@H](OCCCCO)O1)N1CCOCC1 | -14% | 6% | 0.8% | 9% | 8%
O=C(O)CCCCCNC(=O)CCn1cnc2ccccc2c1=O | 21% | -7% | 2.6% | 0% | -4%
O=C(CSc1cccc(C(F)(F)F)c1)Nc1ccc(Cl)cc1Cl | -1% | 51% | i | -3% | -5%
CCCOc1cccc(C(=O)Nc2ccccc2C(=O)N2CCN(C)CC2)c1 | -3% | 0% | i | 3% | -9%
COC(=O)c1ccccc1OCC(=O)N1CCN(c2ccc(F)cc2)CC1 | 2% | 6% | i | -1% | 14% | VEEV TC-83 Vero 10K pilot screen=0.1
O=C1CCc2cc(S(=O)(=O)N3CCCC3C(=O)N3CCN(c4ccccc4)CC3)ccc2N1 (stereo not given) | -7% | -9% | 0.5% | -3% | 2%
O=C(COC(=O)c1cccc(S(=O)(=O)NCc2ccccc2)c1)c1ccccc1 | -4% | -4% | 1.8% | 1% | 4%
COc1ccc(CCN2CNc3c(c(=O)n(C)c(=O)n3C)C2)cc1 | 5% | 0% | 0.5% | -1% | 4%
CC(c1nnc(SCC(=O)Nc2cccnc2Cl)n1Cc1ccccc1)N(C)C (stereo not given) | -4% | -11% | i | -3% | 3%
O=C(NCc1ccco1)c1cc([N+](=O)[O-])cc([N+](=O)[O-])c1 | -4% | 69% | 1.8% | ? | -2%
Cc1ccc(C)n1C(CC(=O)O)c1ccc(C#N)cc1 (stereo not given) | 7% | -16% | 1.4% | -4% | nt
CCOCCCNC(=O)c1cc(-c2cccnc2)nc2ccc(S(=O)(=O)N3CCC(C)CC3)cc12 | -1% | 10% | 3.1% | 4% | -11%
Cc1cc(Br)ccc1NC(=O)c1ccco1 | -5% | 37% | 1.5% | 9% | -3%
Cc1ccc(-c2cc(-c3ccc(C)cc3)[n+](-c3ccc(C(=O)O)cc3)c(-c3ccc(C)cc3)c2)cc1 | 2% | 44% | 0.1% | 6% | -6%
COc1cc(C(=O)NCC(=O)N/N=C/c2ccc(-c3cccc([N+](=O)[O-])c3)o2)cc(OC)c1OC | 6% | 5% | 8.2% | -7% | 3%
COc1cc(/C=N/NC(=O)CNC(=O)c2ccncc2)ccc1OC(C)=O | -5% | -17% | 0.3% | -6% | -2%
COc1cccc2c(=O)n(CC(=O)N3CCCc4ccccc43)ccc12 | 13% | 37% | 1.2% | 1% | 1% | VEEV TC-83 Vero 10K pilot screen=0.5
Cn1c(=O)c2c(ncn2CC(=O)NC2CCCCC2)n(C)c1=O | -9% | -10% | 3.2% | -19% | 2%
CCC/C=N/NC(=O)c1ccccc1O | 10% | 17% | 0.8% | 10% | -7%
Cc1ccc(-c2nc(CS(=O)(=O)CC(=O)NCCCN(Cc3ccccc3)C(C)C)c(C)o2)cc1 | -23% | 28% | i | 8% | 4%
O=C(O)C1C(c2ccccc2)c2ccccc2C(O)C1CO (stereo not given) | nt | nt | i | nt | 0%
CC(C)Oc1ccc(S(=O)(=O)N2CCCCC2)cc1NC(=O)C1CCCC1 | nt | 43% | 5.1% | 12% | -2%

Reprinted from the part before: three entries, followed by the next part.
SMILES | PhoP GFP inhibition | M. tuberculosis | VEEV TC-83 Vero | M. tuberculosis HTS | influenza NS1A | others
Cc1ccc(-c2nc(CS(=O)(=O)CC(=O)NCCCN(Cc3ccccc3)C(C)C)c(C)o2)cc1 | -23% | 28% | i | 8% | 4%
O=C(O)C1C(c2ccccc2)c2ccccc2C(O)C1CO (stereo not given) | nt | nt | i | nt | 0%
CC(C)Oc1ccc(S(=O)(=O)N2CCCCC2)cc1NC(=O)C1CCCC1 | nt | 43% | 5.1% | 12% | -2%
O=C1/C(=C\c2ccc(C(F)(F)F)cc2)CSc2sccc21 | -2% | 14% | i | 9% | -3%
Fc1ccc(/C=N/Nc2nc(-c3cccnc3)nc3ccccc23)cc1 | -2% | 17% | 11% | 7% | 0%
O=C(COC(=O)/C=C/c1ccc(S(=O)(=O)N2CCc3ccccc32)cc1)NC1CCS(=O)(=O)C1 (stereo not given) | 9% | 5% | 3.1% | 4% | 2%
NC(=O)c1cc(NC(=O)CCc2nc3ccccc3s2)cc(C(N)=O)c1 | 10% | 15% | 0.8% | 0% | 21%
NS(=O)(=O)c1ccc(N2N=C(c3ccccc3)CC2c2cccc(F)c2)cc1 (stereo not given) | -1% | 17% | 2.4% | 3% | -24%
Cc1c(N=Cc2c(O)n(Cc3ccco3)c(=O)[nH]c2=O)c(=O)n(-c2ccccc2)n1C | 0% | 0% | 1.0% | -1% | 7%
N=C1C(c2nc(-c3ccc(F)cc3)cs2)=C(O)CN1Cc1ccc(Cl)cc1 | -19% | 44% | i | 2% | 6%
O=C(CC1Sc2ccccc2NC1=O)NNc1cc(Cl)ccc1Cl (stereo not given) | nt | nt | 1.1% | nt | 1%
CCOc1ccc(NC(=O)CN(C)C(=O)c2ccc(COc3ccccc3)cc2)cc1OCC | nt | 30% | 1.7% | 1% | -1%
C=CCOCC(O)Cn1c(N2CCCC2)nc2c1c(=O)[nH]c(=O)n2C (stereo not given) | -8% | -3% | 0.5% | 6% | 3%
Cc1cc(NC(=O)CSc2cn(CC(=O)N(C(C)C)C(C)C)c3ccccc23)no1 | 5% | 2% | i | 5% | 3%
COc1ccc(NC(=O)c2cc3c(=O)n4ccccc4nc3n2C)cc1OC | -5% | -4% | 11% | -3% | 8%
CC(=O)N(C1=NCCCS1)c1ccc(Cl)cc1 | 4% | 13% | 0.6% | 3% | 3%
O=C(Nc1cccc(F)c1)c1ccc(-c2ccccc2Cl)o1 | -17% | 50% | 0.4% | 69% | 9%
CCN(C[C@H]1N[C@@](Cc2ccccc2)(C(=O)OC)[C@H]2C(=O)N(Cc3ccccc3)C(=O)[C@@H]12)C(C)=O | nt | 7% | 0.1% | 9% | -13%
COc1cccc(Nc2nc(Nc3ccc(Cl)c(C(=O)O)c3)nc(C)c2[N+](=O)[O-])c1 | nt | 14% | 6.7% | 3% | -7%
CCn1nccc1C(=O)Nc1nccs1 | 5% | -15% | 5.9% | -6% | 6%
CCc1cc(=O)oc2cc(OCC=C(C)C)ccc12 | -7% | 30% | 0.2% | -20% | -1%
Cc1ccccc1C(=O)N1CCc2cc(-c3csc(NC(=O)CN4CCCC4)n3)ccc21 | 0% | 37% | 6.1% | 7% | -4%
O=C(Nc1ccc(Oc2cccc3ccccc23)cc1)c1ccco1 | -6% | 18% | 2.2% | 7% | 5%
